# Compound activity as filed in PubChem.
# OX1R antag-1 – human HCRTR1 antagonism. O43613. CHO/OX1R cells, Fluo-8 calcium fluorescence, orexin A. inhibition, % at 5 µM. 330,000 tested, 0.43% active. AID 434989;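 active = inhibition above its plate's threshold, mean inhibition of all tested compounds on the plate plus 3 SD, cut at about 37% in these data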;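 also: 0% = orexin A challenge wells and 100% = SB-334867-A antagonist wells; not every result past the cut was called active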
# Target sequence (O43613 whole entry, looked up): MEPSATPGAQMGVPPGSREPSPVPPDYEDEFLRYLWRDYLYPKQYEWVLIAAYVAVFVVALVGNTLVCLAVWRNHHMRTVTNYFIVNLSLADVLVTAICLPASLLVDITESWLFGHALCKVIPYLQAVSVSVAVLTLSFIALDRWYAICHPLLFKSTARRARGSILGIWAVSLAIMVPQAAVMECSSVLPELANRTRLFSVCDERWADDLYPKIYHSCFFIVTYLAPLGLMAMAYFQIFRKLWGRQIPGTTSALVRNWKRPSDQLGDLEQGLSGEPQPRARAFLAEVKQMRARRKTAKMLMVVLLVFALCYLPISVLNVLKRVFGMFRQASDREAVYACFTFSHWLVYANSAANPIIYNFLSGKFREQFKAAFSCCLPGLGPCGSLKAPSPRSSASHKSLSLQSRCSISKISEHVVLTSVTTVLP
# OX1R antag-2 – OX1R (human) antagonism; O43613; OX1R-expressing cells, FRET antagonist read-out; inhibition, % at 6.6 µM; 330,000 tested, 1.8% active; AID 485270; in the data active = inhibition mostly above about 38%, no sharp cut-off; inactive = mostly below about 40%;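 also: 0% = agonist challenge alone and 100% = reference antagonist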
# Numbers without * were called inactive. Not a hit list. About 2% of those tested had a hit in this group.
# Start of the data: the first 7 compounds (preview)
No.	compound	OX1R antag-1	OX1R antag-2
1	CN(CC1CCCN(CCc2ccccc2F)C1)C(=O)c1ccoc1 (centres undefined)	-12	17
2	COc1cc(Cl)ccc1OCc1cc(C(=O)N(C)Cc2cn(C)nc2C)no1	-18	3
3	COc1ccc(OC)c(-c2csc(NC(=O)COC(=O)C3CC3)n2)c1	-4	8
4	O=C(NNc1cc(Cl)ccc1Cl)c1cccs1	-20	3
5	CCOC(=O)C1CCCN(C(=O)CSc2nnnn2C)C1 (centres undefined)	-11	5
6	Cc1ccc(C(=O)N/N=c2\sc3ccccc3n2C)cc1	-12	-2
7	O=C1NC(Cc2ccccc2)c2nc3ccc(Cl)cc3c(=O)n2-c2cc(Cl)ccc21 (centres undefined)	-28	2

# Results, previewed entries included:
No.	compound	OX1R antag-1	OX1R antag-2
1	CN(CC1CCCN(CCc2ccccc2F)C1)C(=O)c1ccoc1 (centres undefined)	-12	17
2	COc1cc(Cl)ccc1OCc1cc(C(=O)N(C)Cc2cn(C)nc2C)no1	-18	3
3	COc1ccc(OC)c(-c2csc(NC(=O)COC(=O)C3CC3)n2)c1	-4	8
4	O=C(NNc1cc(Cl)ccc1Cl)c1cccs1	-20	3
5	CCOC(=O)C1CCCN(C(=O)CSc2nnnn2C)C1 (centres undefined)	-11	5
6	Cc1ccc(C(=O)N/N=c2\sc3ccccc3n2C)cc1	-12	-2
7	O=C1NC(Cc2ccccc2)c2nc3ccc(Cl)cc3c(=O)n2-c2cc(Cl)ccc21 (centres undefined)	-28	2
8	COc1cccc(C(=O)NCC(c2ccco2)N2CCc3ccccc3C2)c1 (centres undefined)	-22	19
9	C/C(=N\Nc1nc(N2CCOCC2)nc(N2CCOCC2)n1)c1ccc([N+](=O)[O-])cc1	-14	21
10	CN1C[C@@H]2C(c3ccc(C(F)(F)F)cc3)C3(c4ccccc4)CC2(C3)[C@H]1c1ccccc1 (some centres undefined)	-32	13
11	Cn1c(=O)cc(OCCCC(=O)N2CCN(c3ccccn3)CC2)c2ccccc21	-13	13
12	Cc1nc(C)c(/C(O)=C/c2nc3ccccc3oc2=O)s1	-21	10
13	Cc1ccc(C(=O)CC(C(=O)O)n2cnc([N+](=O)[O-])n2)cc1 (centres undefined)	-21	18
14	Fc1ccccc1-c1nc(-c2cnccc2C(F)(F)F)no1	-10	11
15	O=C(CCc1ccc(S(=O)(=O)NCc2ccccc2)cc1)NCc1ccco1	-1	18
16	CCCCn1c(N)c(N(CCC(C)C)C(=O)c2ccc3c(c2)OCCO3)c(=O)[nH]c1=O	-2	1
17	CCNc1nc(NCC)n2c(SCC(=O)Nc3cccc(F)c3)nnc2n1	-2	15
18	COc1ccc(C2C(C(C)=O)=C(C)Nc3ncnn32)cc1[N+](=O)[O-] (centres undefined)	-27	4
19	Nc1nonc1-n1nnc(C(=O)N/N=C/c2ccncc2)c1-c1ccccc1	-16	20
20	Cc1ccc(C(C(=O)NCc2ccc(F)cc2)N(CCCO)C(=O)C2COc3ccccc3O2)o1 (centres undefined)	-41	11
21	COC(=O)c1c(NC(=O)c2ccccc2C(=O)O)sc2c1CCC2	-11	11
22	O/N=C1\CCCc2ccc3ccccc3c21	-15	20
23	CN1CCN(C(=O)c2cccn(Cc3c(Cl)cccc3Cl)c2=O)CC1	-2	-3
24	CCOC(=O)c1ccc(NC(=O)c2nc[nH]c2C(=O)N[C@@H](CC(C)C)C(=O)OCc2ccccc2)cc1	-33	40
25	Cc1no[n+]([O-])c1COc1ccccc1/C=N/n1nnnc1N	-19	13
26	C[C@]12C(=O)N(c3ccccc3)C(=O)N1[C@@H]1c3ccccc3OC[C@@H]1[C@H]2c1ccccc1	-24	41
27	CCn1c(C(=O)O)c(CC(=O)Nc2ccccc2F)c2ccccc21	-11	11
28	CCCOC1CCCN(C(=O)CCc2nnc(Cc3cccc(C)c3)o2)C1 (centres undefined)	-19	9
29	Cn1c(-c2c(N)n(C3CCCC3)c3nc4ccccc4nc23)nc2ccccc21	-10	23
30	COc1cc(NC(=O)c2cccs2)c(C(=O)OCC(=O)NC(=O)NC(C)(C)C)cc1OC	-35	8
31	COc1cccc(NC(=O)c2cc3ccccc3oc2=O)c1	0	10
32	CNC[C@H](O)c1ccc(O)c(O)c1	-9	13
33	Cc1nn(C)cc1S(=O)(=O)Nc1ccc(C(F)(F)F)cc1	-5	11
34	Cc1ccccc1-c1nnc(SC(C)C(=O)NC2CCCC2)o1 (centres undefined)	-15	2
35	COc1ccc(SC[C@H](Cc2ccccc2)N2CCN(C)CCC2=O)cc1	-30	41
36	C/C(=N\NC(=O)OC(C)(C)C)c1ccc[nH]1	-5	42
37	CC(C)CCC(CCNCc1ccccn1)c1ccc(Cl)cc1 (centres undefined)	-3	-1
38	O=C(NC1CCCN(Cc2ccc(Cl)cc2)C1)c1c(F)ccc(F)c1F (centres undefined)	-26	8
39	CCOC(=O)c1cc2c(N)c(C(=O)c3cc(C#N)c(SC)nc3C)sc2nc1C	-22	16
40	Cc1cc(-c2cc(C(=O)NC3CCCC3)on2)nc(NC2CCCC2)n1	-15	15
41	CCCCCn1cnc2sc(CC)cc2c1=O	-10	17
42	COc1ccccc1-n1cnc2cc(NCc3cccs3)ccc21	-3	29
43	O=C(c1ccco1)N1CCN(S(=O)(=O)c2ccc([N+](=O)[O-])cc2)CC1	-24	63*
44	CN1CCN(C(=O)C(=O)c2cn(CC(=O)N3CCCC3)c3ccccc23)CC1	-3	11
45	O=C(O)c1ncn(Cc2ccccc2)c1C(=O)O	-20	3
46	O=C(NN1c2ccccc2CCc2ccccc21)c1ccccc1Br	13	66*
47	NCCCCCNC(=O)c1[nH]cnc1C(=O)N[C@@H](Cc1ccccc1)C(=O)OCc1ccccc1	-10	1
48	CC(C)c1ccc(NNC(=O)C2CCC2)cc1	-31	10
49	Cc1ccc(C)c(S(=O)(=O)NCCCn2ccnc2)c1	17	8
50	COc1cccc(-c2nc(CCl)cs2)c1OC	-24	1
51	O=C(COC(=O)Cc1ccc(S(=O)(=O)N2CCOCC2)s1)Nc1ccc(OC(F)F)cc1	0	0
52	O=C(NC(=S)/C(=C1\CCCCCN1)[N+](=O)[O-])c1ccccc1	-14	5
53	Cc1cccc(C)c1NC(=O)CNC(=O)CN1C(=O)NC2(CCc3ccccc32)C1=O (centres undefined)	-3	4
54	CCN(CC(=O)Nc1c(F)cccc1F)C(=O)C1CC(=O)N(CCc2ccc(OC)c(OC)c2)C1 (centres undefined)	3	16
55	Cc1cccc(Cn2nc(C)c(NC(=O)c3ccc(F)cc3)c2C)c1	-3	9
56	Cc1[nH]c2c(C)cccc2c1CCNC(=O)c1ccc2c(c1[N+](=O)[O-])C(=O)c1ccccc1C2=O	5	75
57	Cc1ccc(N(NC(=O)C(O)(c2ccccc2)c2ccccc2)C(=O)CCl)cc1	-8	4
58	Cc1ccnc2nc(C(=O)NCc3cccs3)nn12	-9	10
59	Clc1ccc(-c2n[nH]c3c2CCC3)cc1Cl	-20	20
60	C[C@H](CO)N1C[C@H](C)[C@@H](CN(C)S(=O)(=O)c2ccccc2)Oc2ccc(NC(=O)C3CCCCC3)cc2C1=O	-23	5

# (continued)
No.	compound	OX1R antag-1	OX1R antag-2
61	O=C(CCS(=O)(=O)c1cc2c(cc1Cl)NC(=O)CO2)NCc1ccccc1	-24	16
62	Cn1c2ccccc2c(=O)c2ccc(C#CC3(N)CCCCC3)cc21	-12	19
63	CC1=C(C(=O)Nc2ccccn2)C(c2ccc3c(c2)OCO3)C2=C(CC(C)(C)CC2=O)N1 (centres undefined)	-9	18
64	CCOC(=O)c1sc(C)c2c(=O)n(Cc3ccc(Cl)cc3)c(C)nc12	-39	-5
65	COc1ccc(S(N)(=O)=O)cc1C(=O)OCC(=O)N1CCCC(C)C1 (centres undefined)	10	2
66	O=C(N=C1SC2CS(=O)(=O)CC2N1c1cc(Cl)ccc1Cl)C1CC1 (centres undefined)	17	3
67	Cc1ccc(C(=O)N(CCCN(C)C)c2nc3ccc(Cl)cc3s2)cc1C	-5	1
68	CC(C)(C)OC(=O)N1CCN(C(=O)Nc2ccc3c(c2)OCCO3)CC1	6	22
69	CCCc1nc2nc(C)c(NS(=O)(=O)c3ccc(Cl)cc3)c(=O)n2[nH]1	-3	1
70	C/C(CC(=O)Nc1ccc(OCc2ccccc2)cc1)=N\NC(=O)C(=O)Nc1ccccc1C	-23	21
71	Cc1onc(-c2c(F)cccc2Cl)c1C(=O)Nc1sc2c(c1C#N)CCC(C(C)(C)C)C2 (centres undefined)	-23	3
72	COc1ccc(C(=O)NCc2nnc(SCCOc3ccccc3)n2C)cc1	-23	21
73	O=C(Nc1ccc2c(c1)CCC2)C1CCN(c2ncccn2)CC1	-14	6
74	Cc1cccc(N2CCN(C(=O)Cn3sc4nc(C)cc(C)c4c3=O)CC2C)c1 (centres undefined)	40	5
75	O=C(O)c1ccccc1C(=O)Nn1cnnc1	-11	-5
76	Cc1ccc(Nc2nc(N)nc(CSc3nnc(C)s3)n2)cc1	-9	31
77	NC(=O)c1nnsc1-c1ccc(-c2snnc2C(N)=O)cc1	3	5
78	CCc1cc(=O)[nH]c(SCC(=O)Nc2ccc3c(c2)OCCO3)n1	0	22
79	Cc1ccc(S(=O)(=O)N(C)c2ccc(C(=O)NCc3ccccn3)cc2)cc1	-25	12
80	Cc1cccc(OCCc2nnc(N)s2)c1C	-13	4
81	COc1ccc2ncn(-c3ccccc3)c2c1	-4	26
82	Cc1ccc(NC(=O)CN(C)C(=O)COC(=O)/C=C/c2cccs2)cc1	-27	7
83	c1ccc(-c2nc(N3CCCCC3)nc3ccccc23)cc1	-20	10
84	CN1CCN(C(=S)c2ccc(-c3cccc([N+](=O)[O-])c3)o2)CC1	-14	13
85	COc1ccc(C(CNC(=O)COc2c(C)cc(C)cc2C)N2CCOCC2)cc1 (centres undefined)	-12	7
86	COc1ccc(OC)c(NC(=O)CSc2ccc3nnc(-c4cccnc4)n3n2)c1	-17	5
87	O=C(CCCOc1ccc(Br)cc1)NCCc1ccc(OC(F)F)cc1	-12	12
88	Cc1ccc([N+](=O)[O-])cc1S(=O)(=O)N1CCN(C)CC1	-11	19
89	COc1ccccc1NS(=O)(=O)c1cc(C(=O)NCC(c2ccco2)N(C)C)ccc1C (centres undefined)	-27	12
90	COc1ccc(NC(=S)Nc2ccc(N)c([N+](=O)[O-])c2)cc1	-8	28
91	COc1ccc(C(=O)NC2CC(C)(C)NC(C)(C)C2)cc1OC	-10	16
92	COc1ccc(CCCc2nnc(SCC(=O)Nc3nc(C)cs3)n2C)cc1C	-27	22
93	Cc1cc(C)nc(NC=C2C(=O)OC(C)(C)OC2=O)n1	-20	3
94	O=C(NCc1ccc2c(c1)OCO2)C1CCN(c2ncccn2)CC1	-7	8
95	CN(C)CCCNC(=O)c1ccccc1Oc1ccccc1	-9	-2
96	COc1ccc(N2CCN(S(=O)(=O)CCNC(=O)COc3ccc(Cl)cc3)CC2)cc1	-6	-4
97	Cc1cc(NC(=O)CSc2nc3cc4c(cc3c(=O)n2CCc2ccccc2)OCO4)no1	-18	7
98	COc1ccc(OC)c(CNc2ccc3c(c2)CCC3)c1	-7	11
99	COC(=O)c1ccccc1NC(=S)NC(NC(=O)COc1ccccc1)C(Cl)(Cl)Cl (centres undefined)	-35	21
100	CC1(C)NC(=O)NC2(C)NC(=O)NC(C)(C)C12 (centres undefined)	-8	-4
101	COc1ccc(-n2c(Cc3cccn3C)nnc2SCC(=O)NC2CCCC2)cc1	-12	6
102	CCN1C(=O)[C@H]2[C@H]3CN=C(SCc4ccc(C)cc4)N3[C@@](Cc3ccccc3)(C(=O)OC)[C@H]2C1=O	-17	9
103	O=C(CC12CC3CC(CC(Br)(C3)C1)C2)Nc1cccc(S(=O)(=O)NC2=NCCC2)c1	-13	9
104	COCCn1c(-c2ccc(OC)cc2)cnc1N	-19	10
105	O=C(NNC(=O)c1ccccc1[N+](=O)[O-])c1cccs1	3	34
106	Cc1ccc(C(C)C)c(OCC(=O)NNC(=O)Cn2[nH]c(=O)c3ccccc3c2=O)c1	-18	3
107	Nc1ccc2c(c1)C(=O)N(CCCCCC(=O)O)C2	-12	3
108	CN(C)c1ccc(S(=O)(=O)N2CCCCC2)cc1NC(=O)C1=NN(c2ccccc2)C(=O)CC1	-19	4
109	CCOC(=O)CSc1nc(Nc2ccc3c(c2)OCO3)c2ccccc2n1	14	19
110	COc1ccccc1C(C)Nc1nc(-c2cccnc2)nc2ccccc12 (centres undefined)	-29	39
111	CN(C)c1cccc(C(=O)N2CCCC(CCC(=O)NCc3ccccc3F)C2)c1 (centres undefined)	-35	7
112	CSc1nnc(-c2cccn(Cc3cccc(Cl)c3)c2=O)o1	-14	20
113	CC(=O)Nc1ccc(NC(=O)C2CCCN2C(=O)Nc2cccc(F)c2)cc1 (centres undefined)	-20	21
114	Cc1cn(C2OC(COC(=O)c3ccccc3)C(O)C2Cl)c(=O)[nH]c1=O (centres undefined)	-15	7
115	Nc1nc2nccc(-c3ccco3)n2n1	5	30
116	N/C(=N\OC(=O)CC1CCCCC1)c1ccc([N+](=O)[O-])cc1	-4	13
117	CC(C)(/C=N/O)/[N+]([O-])=C/c1ccccc1	-7	3
118	O=C(O)CNc1ccccc1C(=O)O	-5	6
119	Cc1cc(NC(=O)CSc2nc3cc(C)c(C)cc3cc2C)no1	-10	6
120	O=C1OC(c2ccccc2)=C/C1=C/N1CCOCC1	3	6
121	COc1ccc(NC(=O)C(CCSC)N2C(=O)c3ccccc3C2=O)cc1 (centres undefined)	-6	6
122	O=C(/C=C/c1ccco1)N1CCN(c2ccc(F)cc2)CC1	21	5
123	CC(C)CCn1c(Br)nc2c1c(=O)n(CC(N)=O)c(=O)n2C	-6	27

# An excerpt from above in order of molecular weight, lowest first:
No.	compound	OX1R antag-1	OX1R antag-2
115	Nc1nc2nccc(-c3ccco3)n2n1	5	30
107	Nc1ccc2c(c1)C(=O)N(CCCCCC(=O)O)C2	-12	3
108	CN(C)c1ccc(S(=O)(=O)N2CCCCC2)cc1NC(=O)C1=NN(c2ccccc2)C(=O)CC1	-19	4
